ARNT TACC3 PPI: disruptors of ARNT/TACC3 protein interaction, primary screen, biochemical, AlphaScreen, single concentration. Transforming acidic coiled-coil-containing protein 3 (Homo sapiens), Q9Y6A5. AlphaScreen His-ARNT PAS-B/GST-TACC3 binding, luminescence; TACC3 fragment carries E629A point mutation. inhibition, % at 9.99 µM. actives 0.66% (n = 390,000);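 active = mean inhibition of replicates at least 50% and at least half of replicates each reaching 50%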;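 note: 0% = complete ARNT plus TACC3 wells and 100% = ARNT alone without TACC3; many hits fall short of the cut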
esBAF inh: Bmi1 luciferase reporter increase in mESCs, primary screen, esBAF inhibitor project, mouse ES cells, Bmi1 luciferase knock-in, single point; 24 h; 100% = twice the neutral-well signal; reporter increase, % at 12.5 µM; actives 2% (n = 350,000); AID 602393, 2012; in the data active = activation above about 40%;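 note: 0% = median of the plate's neutral control wells and 100% = double that signal; a rise in the Bmi1 reporter signal indicates esBAF inhibition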
ERp5 block: inhibitors of ERp5-driven insulin aggregation, primary screen, biochemical, turbidity, absorbance 650 nm, single point; actives 0.05% (n = 350,000); Protein disulfide-isomerase A6 (Homo sapiens), Q15084; inhibition, % at 9.99 µM; 90 min; AID 651711, 2012;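 active = mean replicate inhibition above about 25%, with every replicate also reaching it, limit read from the data, passing the limit was not always enough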
Target sequence (Q15084 whole entry, looked up): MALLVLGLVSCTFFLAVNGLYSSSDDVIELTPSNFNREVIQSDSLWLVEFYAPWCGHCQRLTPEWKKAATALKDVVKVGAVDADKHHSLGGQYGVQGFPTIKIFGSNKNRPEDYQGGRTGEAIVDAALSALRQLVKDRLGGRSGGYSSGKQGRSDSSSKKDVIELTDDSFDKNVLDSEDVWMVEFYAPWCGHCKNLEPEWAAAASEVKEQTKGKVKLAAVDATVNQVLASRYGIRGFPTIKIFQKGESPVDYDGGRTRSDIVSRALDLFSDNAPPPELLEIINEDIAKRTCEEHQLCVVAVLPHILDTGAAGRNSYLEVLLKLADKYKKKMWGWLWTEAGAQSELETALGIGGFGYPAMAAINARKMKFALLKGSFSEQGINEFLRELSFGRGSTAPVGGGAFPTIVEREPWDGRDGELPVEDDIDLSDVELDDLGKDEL
Cneo AK release: Cryptococcus neoformans cell lysis inducers, primary screen, AK release luminescence, single concentration; C. neoformans lysis, adenylate kinase release luminescence, 4 h; normalised: neutral wells 0, clomiphene wells 100; lysis activity, % at 15 µM; actives 0.2% (n = 360,000); AID 651654, 2012;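 active = mean lysis activity across replicates of at least 80%, whatever share of replicates individually reach that level; inactive = mean lysis activity below 80%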
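Material: C. neoformans cells | Amount: Yeast cell density of 5 × 10^6 cells/mL | Medium: Fresh YPD growth medium | Dosing: Single dose | Times: Static 4 h at 37 °C with compound, 1 h detection | Detection: AK luminescence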
Statin myotox sup: suppressors of statin myotoxicity in C2C12 myotubes, primary screen, cell-based, single point, plate reader | C2C12 myotubes + simvastatin, ATP luminescence, 48 h; scaled: DMSO 0, geranylgeraniol control 100 | rescue of ATP level, % at 7.49 µM | actives 0.78% (n = 330,000) | AID 602340, 2012;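 active = mean ATP rescue above about 67%, or every replicate alone reaching that limit, limit read from the data, passing the limit was not always enough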;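 note: myotubes were challenged with 10 µM simvastatin during compound exposure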
miR-122 sensor: miR-122 Renilla sensor signal increase in Huh7, primary screen, miR-122 inhibitor project, cell-based, single point, plate reader; Huh7 miR-122 Renilla luciferase sensor, 48 h; neutral wells = 0, positive control = 100; activation (reporter increase), % at 12.5 µM; actives 0.3% (n = 340,000);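 active = mean replicate activation score at least 90 and every replicate individually at or above 90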;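 note: higher luciferase means less miR-122 activity so hits act as miR-122 inhibitors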
SIRT5 inh: SIRT5 desuccinylase inhibitors, primary screen, biochemical, fluorescence imaging, single point, set 5. NAD-dependent protein deacylase sirtuin-5, mitochondrial (Homo sapiens), Q9NXA8. Purified SirT5, succinyl-peptide AMC, trypsin-coupled fluorescence. inhibition, % at 15 µM. actives 1.1% (n = 330,000). AID 652115, 2013; in the data active = inhibition above about 15%
Target sequence (Q9NXA8 whole entry, looked up): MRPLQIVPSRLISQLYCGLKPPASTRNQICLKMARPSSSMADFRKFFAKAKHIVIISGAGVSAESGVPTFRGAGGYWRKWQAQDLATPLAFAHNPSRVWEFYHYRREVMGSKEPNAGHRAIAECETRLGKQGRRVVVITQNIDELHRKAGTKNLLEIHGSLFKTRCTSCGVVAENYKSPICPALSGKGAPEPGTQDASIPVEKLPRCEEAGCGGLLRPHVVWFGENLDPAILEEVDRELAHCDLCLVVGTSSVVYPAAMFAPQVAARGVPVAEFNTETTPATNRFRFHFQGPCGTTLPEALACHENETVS
Numbers without * were called inactive; [ ] = dose if it differs, or a comment.

For Cc1ccc(S(=O)(=O)N(C)C[C@H]2Oc3cc(C4=CCCC4)ccc3S(=O)(=O)N([C@H](C)CO)C[C@@H]2C)cc1 the results were ARNT TACC3 PPI 20, esBAF inh 16, ERp5 block -1, Cneo AK release 4, Statin myotox sup -64, miR-122 sensor 5[16.7 µM] and SIRT5 inh 7.
Screening C[C@H]1CN([C@@H](C)CO)C(=O)Cc2cc(NC(=O)CCCCCC(=O)Nc3ccccc3N)ccc2O[C@H]1CN(C)C(=O)NC1CCCCC1 returned ARNT TACC3 PPI -9, esBAF inh 1, ERp5 block 4, Cneo AK release -1, Statin myotox sup -14 and miR-122 sensor -1[16.7 µM].
`CC(=O)Nc1cccc(N(C(=O)C2COc3ccccc3O2)C(C(=O)NC2CCCCC2)c2cn(C)nc2C)c1` (configuration not stated) gave ARNT TACC3 PPI -6, esBAF inh 0, ERp5 block -2, Statin myotox sup -7, miR-122 sensor -8 and SIRT5 inh -2.
For COc1ccccc1CNc1nc(NC(C)C)nc2cc(-c3ccccc3)sc12 the results were esBAF inh -85, ERp5 block 0, Cneo AK release -9, Statin myotox sup -38, miR-122 sensor 71 and SIRT5 inh -4.
For Cc1c(C2(O)CCCCC2)[nH]c2ncccc12 the results were ARNT TACC3 PPI -7, esBAF inh 10, ERp5 block -3, Cneo AK release 2 and Statin myotox sup -1.
For CCCN1C[C@H](C)[C@@H](OC)CN(C)C(=O)c2ccc(NC(=O)Nc3ccccc3F)cc2OC[C@H]1C the results were ARNT TACC3 PPI 2, esBAF inh 0, ERp5 block 3, Cneo AK release -1, Statin myotox sup -5 and SIRT5 inh 2.
`COc1ccc(C2c3ccc(O)cc3Oc3ncn(CCN4CCOCC4)c(=N)c32)cc1` (configuration not stated) gave ARNT TACC3 PPI -12, esBAF inh -1, ERp5 block -5, Cneo AK release 4, Statin myotox sup -9, miR-122 sensor -5 and SIRT5 inh -2.
For Cc1onc(-c2ccccc2)c1C(=O)Nc1ccc(S(=O)(=O)NC2=NCCCCC2)cc1 the results were ARNT TACC3 PPI -4, esBAF inh -1, Cneo AK release -2, Statin myotox sup 17 and miR-122 sensor 13.
Screening CCOC(=O)C1CCCN(c2c(NCCCN(CC)c3ccccc3)c(=O)c2=O)C1 (configuration not stated) returned ARNT TACC3 PPI 5, esBAF inh -7, Cneo AK release -1, Statin myotox sup -12 and miR-122 sensor -2.
For Cc1ccccc1OCC(=O)Nc1nnc(C2CC2)s1 the results were ARNT TACC3 PPI -2, esBAF inh 6, ERp5 block 0, Cneo AK release -1, Statin myotox sup 2 and SIRT5 inh -1.

Nothing new here: 7 of the compounds above.
Screening C[C@H]1CN([C@@H](C)CO)C(=O)Cc2cc(NC(=O)CCCCCC(=O)Nc3ccccc3N)ccc2O[C@H]1CN(C)C(=O)NC1CCCCC1 returned ARNT TACC3 PPI -9, esBAF inh 1, ERp5 block 4, Cneo AK release -1, Statin myotox sup -14 and miR-122 sensor -1[16.7 µM].
`CC(=O)Nc1cccc(N(C(=O)C2COc3ccccc3O2)C(C(=O)NC2CCCCC2)c2cn(C)nc2C)c1` (configuration not stated) gave ARNT TACC3 PPI -6, esBAF inh 0, ERp5 block -2, Statin myotox sup -7, miR-122 sensor -8 and SIRT5 inh -2.
For COc1ccccc1CNc1nc(NC(C)C)nc2cc(-c3ccccc3)sc12 the results were esBAF inh -85, ERp5 block 0, Cneo AK release -9, Statin myotox sup -38, miR-122 sensor 71 and SIRT5 inh -4.
For Cc1c(C2(O)CCCCC2)[nH]c2ncccc12 the results were ARNT TACC3 PPI -7, esBAF inh 10, ERp5 block -3, Cneo AK release 2 and Statin myotox sup -1.
For CCCN1C[C@H](C)[C@@H](OC)CN(C)C(=O)c2ccc(NC(=O)Nc3ccccc3F)cc2OC[C@H]1C the results were ARNT TACC3 PPI 2, esBAF inh 0, ERp5 block 3, Cneo AK release -1, Statin myotox sup -5 and SIRT5 inh 2.
`COc1ccc(C2c3ccc(O)cc3Oc3ncn(CCN4CCOCC4)c(=N)c32)cc1` (configuration not stated) gave ARNT TACC3 PPI -12, esBAF inh -1, ERp5 block -5, Cneo AK release 4, Statin myotox sup -9, miR-122 sensor -5 and SIRT5 inh -2.
For Cc1onc(-c2ccccc2)c1C(=O)Nc1ccc(S(=O)(=O)NC2=NCCCCC2)cc1 the results were ARNT TACC3 PPI -4, esBAF inh -1, Cneo AK release -2, Statin myotox sup 17 and miR-122 sensor 13.

(further entries)
For Cc1ccn2c(=O)nc(SCC(=O)OCc3ccccc3)nc2c1 the results were ARNT TACC3 PPI 0, ERp5 block 0, Cneo AK release 2 and SIRT5 inh -2.
For COc1ccc(C(=O)NNC(=O)c2cc(C)nc3ccccc23)cc1 the results were ARNT TACC3 PPI 1, esBAF inh 3, ERp5 block -6, Cneo AK release -2, Statin myotox sup -1 and SIRT5 inh -6.
For O=C1CC(c2ccccc2)CCc2sccc2N1 (configuration not stated) the results were ARNT TACC3 PPI 0, esBAF inh 0, Cneo AK release 2, Statin myotox sup 2 and miR-122 sensor -2.
Cc1noc(C)c1S(=O)(=O)Nc1ccc2c(c1)C(=O)N([C@H](C)CO)C[C@H](C)[C@@H](CN(C)Cc1ccncc1)OCCCC[C@@H](C)O2 was read as ARNT TACC3 PPI -8, esBAF inh -4, ERp5 block -1, Cneo AK release -2, miR-122 sensor -1[16.7 µM] and SIRT5 inh 9.
`NS(=O)(=O)c1ccc(NC(=O)COC(=O)CC2Sc3ccccc3NC2=O)cc1` (configuration not stated) gave ARNT TACC3 PPI 6, esBAF inh 23, ERp5 block -1, Cneo AK release -1, Statin myotox sup -1 and SIRT5 inh 1.
Screening CCC(=O)N(C)C[C@H]1Oc2cc(C#Cc3ccccn3)ccc2S(=O)(=O)N([C@@H](C)CO)C[C@H]1C returned ARNT TACC3 PPI -2, esBAF inh 3, ERp5 block -2, Cneo AK release -3, Statin myotox sup 2, miR-122 sensor -16[16.7 µM] and SIRT5 inh -5.
`COC(=O)c1ccccc1S(=O)c1snnc1C` (configuration not stated) gave ARNT TACC3 PPI 1, ERp5 block -1 and SIRT5 inh -1.
For Clc1ncccc1-c1nc2ccccc2n1Cc1ccccc1 the results were ARNT TACC3 PPI 9, esBAF inh -1, ERp5 block 2, Cneo AK release 0, Statin myotox sup 2, miR-122 sensor 26 and SIRT5 inh -4.
For O=c1cc(-c2ccco2)nc(-c2cccs2)o1 the results were ARNT TACC3 PPI 3, esBAF inh 2, Cneo AK release 5, Statin myotox sup 14 and miR-122 sensor 1.
For CCN(CC)CCCn1c2c(c(SCC(=O)Nc3cc(C)on3)nc1=O)CCC2 the results were ARNT TACC3 PPI 4, esBAF inh -1, ERp5 block 1, Cneo AK release -1, Statin myotox sup 12, miR-122 sensor -8 and SIRT5 inh -2.
`CCc1nnc(NC(=O)CSc2nnc(-c3ccco3)o2)s1` gave ARNT TACC3 PPI 37, esBAF inh 15, ERp5 block 0, Cneo AK release 2, Statin myotox sup -2, miR-122 sensor -2 and SIRT5 inh -3.
Screening CCCS(=O)(=O)c1c(S(=O)(=O)CCC)c2cnccn2c1C(=O)c1ccc(F)cc1 returned ARNT TACC3 PPI -3, esBAF inh -1, ERp5 block -2, Cneo AK release 4, Statin myotox sup 7, miR-122 sensor -4 and SIRT5 inh -1.
Cc1cc(C(=O)N[C@H](c2ccccc2)[C@@]2(C)C[C@@H]2[C@@H](C)C(=O)Nc2ccc3ccccc3c2)n(C)n1 was read as esBAF inh -8, ERp5 block 0, Cneo AK release -4 and Statin myotox sup -9.
`CC1(C(=O)NS(=O)(=O)Cc2ccccc2)CCN1C(=O)Cc1ccc(-c2ccccc2)cc1` (configuration not stated) gave esBAF inh 2, ERp5 block 0, Cneo AK release -1, Statin myotox sup -3, miR-122 sensor 3 and SIRT5 inh -1.
`CCCCCCSc1nc(O)c(C2OC(=O)c3c2ccc(OC)c3OC)c(=O)n1CC` (configuration not stated) gave ARNT TACC3 PPI -2, esBAF inh 10, ERp5 block 3, Cneo AK release 1, Statin myotox sup 0 and SIRT5 inh 1.
Screening CC1CCN(C(=O)c2[nH]cnc2C(=O)N[C@@H](C)C(=O)OC(C)(C)C)CC1 returned ARNT TACC3 PPI 1, esBAF inh 1, ERp5 block 7, Cneo AK release 0, Statin myotox sup 9 and miR-122 sensor -11.
CS(=O)(=O)Nc1ccc2c(c1)[C@H]1C[C@H](CC(=O)NCC(F)(F)F)O[C@H](CO)[C@H]1O2 was read as ARNT TACC3 PPI -8, esBAF inh -2, ERp5 block -2, Cneo AK release -1, Statin myotox sup 2, miR-122 sensor -2[16.7 µM] and SIRT5 inh -2.
C[C@@H]1CCCCO[C@H](CN(C)C(=O)Nc2ccccc2)[C@H](C)CN([C@H](C)CO)C(=O)c2cc(NS(=O)(=O)c3cccs3)ccc2O1 was read as ARNT TACC3 PPI 1, esBAF inh -3, ERp5 block 2, Cneo AK release -3, miR-122 sensor -5[16.7 µM] and SIRT5 inh 1.
Cc1nn(-c2ccccc2)c(C)c1NC(=O)COC(=O)c1ccccc1 was read as ARNT TACC3 PPI -3, esBAF inh -2, ERp5 block -4, Cneo AK release -1, Statin myotox sup 6, miR-122 sensor -3 and SIRT5 inh 2.
`O=C(CSc1nc2ccccc2[nH]1)Nc1ccc2c(c1)OCCO2` gave ARNT TACC3 PPI -4, esBAF inh 17, Cneo AK release -7, Statin myotox sup 117* and miR-122 sensor -3.
Screening Cc1cc(N2CCC(C(=O)Nc3ccc(F)cc3)CC2)nc(-c2ccccc2)n1 returned ARNT TACC3 PPI -4, esBAF inh 2, Cneo AK release 0, Statin myotox sup -3 and miR-122 sensor -20.
Screening CO[C@H]1CN(C)C(=O)c2cc(NC(=O)Nc3cc(Cl)cc(Cl)c3)ccc2OC[C@@H](C)NC[C@H]1C returned esBAF inh -7, Statin myotox sup -124, miR-122 sensor -7[16.7 µM] and SIRT5 inh 103*.
Screening CC(C)N1CCC1(C)C(=O)Nc1nc2ccccc2[nH]1 (configuration not stated) returned esBAF inh 4, ERp5 block 1, Cneo AK release 1, Statin myotox sup 4, miR-122 sensor 1 and SIRT5 inh -3.
`COc1ccc(NC(=O)C(CC(=O)O)Cc2ccc(C)cc2)cc1` (configuration not stated) gave ARNT TACC3 PPI -8, esBAF inh -2, ERp5 block -2, Statin myotox sup -3, miR-122 sensor -2 and SIRT5 inh 0.
COc1ccc(Br)cc1C(C[N+](=O)[O-])c1c(N)n(C)c(=O)n(C)c1=O (configuration not stated) was read as ARNT TACC3 PPI -5, ERp5 block -6 and SIRT5 inh 0.
Cc1ccc(C)c2[nH]c(=O)c(CCNC(=O)c3ccc(S(=O)(=O)N(C)C)cc3)cc12 was read as ARNT TACC3 PPI 1, esBAF inh -2, ERp5 block 4, Cneo AK release 3, Statin myotox sup -10, miR-122 sensor -7 and SIRT5 inh 1.
COc1ccc(-c2c(-c3cc(OC)cc(OC)c3)n(C)c3ccc(-c4ccc(SC)cc4)cc23)cc1 was read as ARNT TACC3 PPI -10, esBAF inh 18, ERp5 block 5, Cneo AK release 0 and Statin myotox sup -7.
For C=CCn1c(SCC(=O)Nc2c(C)n(C)n(-c3ccccc3)c2=O)nc2sc(C)c(C)c2c1=O the results were ARNT TACC3 PPI -2, esBAF inh -8, Cneo AK release 5, Statin myotox sup 22 and miR-122 sensor -5.
Screening Cc1ccc(NC(=O)CC(C)CC(=O)NCc2ccccc2)cc1Cl (configuration not stated) returned ARNT TACC3 PPI -13, esBAF inh -2, ERp5 block 2, Cneo AK release 1, Statin myotox sup -3, miR-122 sensor -2 and SIRT5 inh -2.

Compound activity from PubChem.

The order is random. Share with any hit: about 4%.
